Screens as filed in PubChem.
POLK inh: blocks human DNA polymerase kappa activity | Q9UBT6 | purified Pol kappa, fluorescent DNA synthesis assay, 10 min | Potency, µM (titrated, usually from 107 µM), for the others: at the top dose activity, negative = inhibition, hits mostly inhibitors | 400,000 tested, 0.53% active; further: on the % scale 0 is the no-effect control and ±100 the full control effect
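Activity was followed as the change in fluorescence between reads at 0 and 10 min after starting the reaction with 50 nM substrate. Beforehand, 10 nM polymerase had been preincubated with compound for 15 min at room temperature.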
G9a block: inhibitors of human histone lysine methyltransferase G9a. Q96KQ7. G9a H3K9 monomethylation, AlphaScreen, 2 h. Potency, µM (doses to about 102 µM), for the others: at the highest dose activity, negative = inhibition, hits mostly inhibitors. 350,000 tested, 8.8% active. AID 504332; further: on the % scale 0 is the no-effect control and ±100 the full control effect; nearly all actives have a fitted effect of over 75% in size
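Step 1: enzyme (final 20 nM) with compound, 15 min RT. Step 2: substrate peptide 500 nM and SAM 20 uM, 2 h RT. Step 3: anti-H3K9me1 antibody and AlphaScreen beads, 10 min, then plate read.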
POLI inh: inhibitors of human DNA polymerase iota | Potency, µM (top dose mostly 115 µM), inactives show at the top dose activity, negative = inhibition, actives largely listed as inhibitors | AID 588590 | Pol iota fluorescent replication assay, 10 min | Q9UNA4 | 390,000 tested, 1% active
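Fluorescent replication assay read twice, at 0 min and 10 min after adding 50 nM (final) substrate. Enzyme (10 nM) and compounds were first incubated 15 min at room temperature; enzyme-free buffer wells were negative controls.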
APE1 inh: APE1 (human) endonuclease inhibition. Potency, µM (highest dose often 65.8 µM), for the others: at the top dose activity change, negative = inhibition, actives largely listed as inhibitors. 350,000 tested, 0.35% active. recombinant APE1, TAMRA/BHQ-2 abasic DNA cleavage fluorescence;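 further: plate controls were vehicle for no effect and reference inhibitor for full effect; nearly all actives have a fitted effect of over 55% in size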
Target sequence (P27695 whole entry, looked up): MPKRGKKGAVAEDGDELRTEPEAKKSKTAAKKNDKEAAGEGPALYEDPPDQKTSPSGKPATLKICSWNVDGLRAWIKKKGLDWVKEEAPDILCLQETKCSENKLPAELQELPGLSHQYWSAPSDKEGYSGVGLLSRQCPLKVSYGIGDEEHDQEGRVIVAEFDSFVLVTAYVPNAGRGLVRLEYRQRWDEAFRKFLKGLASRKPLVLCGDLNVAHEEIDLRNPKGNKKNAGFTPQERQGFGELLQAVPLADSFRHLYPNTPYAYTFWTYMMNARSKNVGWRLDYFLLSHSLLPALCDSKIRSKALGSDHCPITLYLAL
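Incision of a quenched TAMRA/BHQ-2 THF abasic-site duplex (50 nM) by 0.75 nM APE1, after 15 min compound preincubation, measured as fluorescence increase over three 60 s reads. Values normalized to buffer, DMSO and NSC13755 control wells.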
POLH inh: inhibitors of human DNA polymerase eta | recombinant Pol eta, fluorescent DNA replication assay | Potency, µM (series often up to 114 µM), for the others: top-dose activity change, negative = inhibition, most hits filed as inhibitors | 390,000 tested, 1.2% active; further: on the % scale 0 is the no-effect control and ±100 the full control effect
Target sequence (Q9Y253 whole entry, looked up): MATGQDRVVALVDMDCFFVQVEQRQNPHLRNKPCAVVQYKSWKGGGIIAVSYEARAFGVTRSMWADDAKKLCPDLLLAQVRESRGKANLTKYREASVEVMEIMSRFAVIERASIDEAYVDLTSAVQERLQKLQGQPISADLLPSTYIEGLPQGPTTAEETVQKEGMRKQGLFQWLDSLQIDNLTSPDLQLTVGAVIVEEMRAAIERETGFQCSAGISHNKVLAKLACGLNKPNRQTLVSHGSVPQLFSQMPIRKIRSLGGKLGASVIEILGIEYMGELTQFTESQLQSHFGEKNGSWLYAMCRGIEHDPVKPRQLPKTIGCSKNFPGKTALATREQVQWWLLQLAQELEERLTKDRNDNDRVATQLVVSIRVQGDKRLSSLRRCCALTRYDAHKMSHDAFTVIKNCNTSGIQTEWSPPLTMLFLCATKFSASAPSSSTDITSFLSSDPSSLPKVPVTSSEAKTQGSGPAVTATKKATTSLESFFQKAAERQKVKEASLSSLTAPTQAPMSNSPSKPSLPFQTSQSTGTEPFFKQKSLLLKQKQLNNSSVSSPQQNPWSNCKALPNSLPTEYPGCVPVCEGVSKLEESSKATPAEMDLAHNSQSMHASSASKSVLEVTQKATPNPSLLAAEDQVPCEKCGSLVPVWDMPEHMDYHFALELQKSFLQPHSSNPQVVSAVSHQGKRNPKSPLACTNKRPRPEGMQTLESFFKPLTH
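Fluorescent replication assay: 50 nM final substrate added after a 15 min room-temperature compound preincubation with 10 nM enzyme. Signal taken at 0 min and again at 10 min.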
JMJD2A Tudor: JMJD2A Tudor domain (human) inhibition | 390,000 tested, 4.4% active | AlphaScreen JMJD2A-Tudor / H3K4me3 peptide binding | AID 504339 | Potency, µM (highest dose often 114 µM), without a hit: at the highest dose activity change, negative = inhibition, actives largely listed as inhibitors; further: on the % scale 0 is the no-effect control and ±100 the full control effect; nearly all actives have a fitted effect of over 50% in size
BAZ2B inh: blocks human BAZ2B; Potency, µM (titrated, usually from 114 µM), for inactives: at the top dose activity change, negative = inhibition, actives largely listed as inhibitors; 360,000 tested, 4.4% active; AlphaScreen BAZ2B-H3K14Ac peptide displacement; further: on the % scale 0 is the no-effect control and ±100 the full control effect; nearly all actives have a fitted effect of over 60% in size
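AlphaScreen displacement of biotin-H3(5-23)K14Ac peptide (50 nM final) from BAZ2B (50 nM final) in PBS pH 7.4, 0.01% Tween-20; complex preformed 30 min RT, then compounds (top 110 uM) 30 min RT, beads 20 min dark.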
POLB inh: blocks human DNA polymerase beta activity; P06746; Pol beta primer extension/strand displacement, fluorescence kinetic; Potency, µM (doses to about 114 µM), inactives show at the top dose activity change, negative = inhibition, usual class: inhibitors; 340,000 tested, 1.3% active; AID 485314; further: on the % scale 0 is the no-effect control and ±100 the full control effect
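Pol beta (10 nM) and compounds were preincubated 15 min at room temperature, then 50 nM substrate (final) started primer extension/strand displacement. Reads were taken at 0 and 10 min; concentration-response data were fitted to a four-parameter Hill equation.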
BLM inh: Bloom syndrome helicase (human) inhibition; P54132; recombinant BLM DNA unwinding, fluorescence dequenching; Potency, µM (top dose mostly 56.1 µM), without a hit: top-dose activity change, negative = inhibition, actives largely listed as inhibitors; 350,000 tested, 0.2% active;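 further: plate controls were vehicle for no effect and no enzyme for full effect; nearly all actives have a fitted effect of over 35% in size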
Numbers without * were called inactive; ? = inconclusive; / = not tested or not shown; & = joins results of further samples; [ ] = another dose, or the depositor's remark. The call rests on the fitted dose curve; in most records, active means well fitted curve in the direction sought with a large enough effect; inconclusive means small, poorly fitted or top-dose-only effect, or another doubt; inactive means no such curve, though single readings can be large; an effect the other way counts as inactive or inconclusive. Potency means the concentration at half of the fitted maximal effect. A portion of the library (hit frequency here may not be typical).

SMILES	POLK inh	G9a block	POLI inh	APE1 inh	POLH inh	JMJD2A Tudor	BAZ2B inh	POLB inh	BLM inh
COc1ccccc1Oc1ncnc2c1oc1ccccc12	-15%	21%	31%[activator]	-8%	-3%	-1%	-1%	-28%	-3%
O=c1c2cc(Br)ccc2nc(-c2cccc(Cl)c2)n1O	-2%	-6%	-10%	-3%	-6%	-11%	1%	-2%	-2%
COc1ccccc1CNC(=O)C1CCN(Cc2nc(-c3ccc(OC)c(OC)c3)oc2C)CC1	-12%	-40%[59 µM]	18%	/	-3%	-15%	-18%	-20%	2%
CCc1ccc(NC(=O)NCC2CCN(Cc3cccc(Cl)c3)CC2)cc1	-13%	-14%	-2%	26%	-6%	-35%	-27%	2%	-6%
COc1ccc(C2C(C#N)=C3NC(=O)c4c(sc5c4CCCCC5)N3C3=C2C(=O)CC(C)(C)C3)cc1 (stereo unspecified)	-27%	-16%	35%[activator]	2%	-16%	-35%	-6%[57.1 µM]	12%	-9%
CCOc1ccc(S(=O)(=O)N2CN(c3cccc(C(C)=O)c3)c3nc4ccccc4nc32)cc1	-5%	/	12%	-6%	-2%	-8%	/	/	/
C/C(=N/O)c1ccc2c(c1)OCCOCCOc1cc(/C(C)=N/O)ccc1OCCOCCO2	-6%	2%[59 µM]	7%	-5%	-8%	-16%	6%	50%	4%
O=C(COC(=O)CCCOc1ccccc1)NC1CCS(=O)(=O)C1 (stereo unspecified)	-2%	2%	-9%	0%	11%	-14%	11%	/	/
CCOC(=O)C1CCN(C(=O)CCc2nnc3ccc(N4CCN(C)CC4)nn23)CC1	13%	-12%	22%	47%[activator]	-11%	-14%	-18%	25%	1%
COc1ccc(-c2cn3nc4c(nc3n2)CCCC4)cc1	-6%	79µM*	51%[activator]	-3%	-2%	18%	7%	2%	-2%
CC1CCc2ccccc2N1C(N)=Nc1ccccc1 (stereo unspecified)	6%	-5%	12%	2%	-5%	-8%	14%	2%	3%
COc1ccc(N(C(C)C(=O)N2CCCC2)S(C)(=O)=O)cc1 (stereo unspecified)	-3%	17%[0.501 µM]	45%[activator]	11%	-20%	-11%	5%	36%	1%
COc1ccccc1C1CC(=O)Oc2cc(C)c(Cl)c(C)c21 (stereo unspecified)	?	16%	1%	-9%&8%	-19%	-14%	/	/	-14%[75.6 µM]
CCN(CC)C(=O)CSC1=N/C(=C/c2ccco2)C(=O)N1c1ccc(OC)c(Cl)c1	-12%	25µM*	-16%	1%	?	-26%	?	?	-14%
Cc1cccnc1CNC(=O)C1CCC(=O)N(CCc2cccc(F)c2)C1 (stereo unspecified)	8%	8%	44%[activator]	15%	-13%	-2%	-2%	7%	1%
CCOC(=O)c1ccc(NC(=O)c2cnccn2)cc1	2%	19%[59 µM]	-3%	12%	-3%	?	10%	8%	-2%
COc1ccc(/C=C(/NC(=O)/C=C/c2ccccc2)C(=O)NCCCCCC(=O)O)cc1	-11%	16%[59 µM]	-15%	-1%	1%	-8%	-3%	4%	-6%
O=C(NC1CCS(=O)(=O)C1)/C(=C\c1ccc(F)cc1)NC(=O)c1ccccc1 (stereo unspecified)	-7%	?	44%[activator]	-1%	-20%	-11%	-5%	15%	1%
O=C(NCCCN1CCN(c2ccccc2F)CC1)Nc1ccccc1[N+](=O)[O-]	19%	?	-8%	-4%	-5%	-26%	-17%	0%	-3%
O=C1C=C(c2cc(C(F)(F)F)cc(C(F)(F)F)c2)C[C@@H](c2ccc3c(c2)OCO3)C1	-17%	10%[0.501 µM]	9%	-9%	-7%	-29%	-7%	/	/
Cc1c(C(=O)N/N=C/c2ccc(Cl)cc2)[nH]c2ccc(Cl)cc12	9%	43%[activator][59 µM]	-16%	14%	-14%	-9%	-3%	28%	-11%
O=C(COc1ccc(S(=O)(=O)N2CCOCC2)cc1)NCC1CCCO1 (stereo unspecified)	-9%	-3%	18%	13%	-4%	9%	-11%	5%	-2%
COC(=O)N/N=C/c1ccc(-c2ccc(Cl)cc2Cl)o1	1%	15%[12.7 µM]	17%	13%	-10%	-18%	-8%	16%	-1%
CCCCn1c(N)c(N(CCOC)C(=O)COC(=O)/C=C/c2ccc(Br)cc2)c(=O)[nH]c1=O	-8%	?	13%	30%	-4%	-6%	-16%	4%	-3%
N/C(=N/OCC(=O)Nc1cccc2ccccc12)c1nonc1N	-9%	/	19%	23%	-7%	-7%	8%	7%	-5%
COc1ccc(Oc2ccccc2C=O)cc1	2%	26%[59 µM]	?	-2%	-4%	35%	23%	33%	-11%
COc1ccc(N2CCN(C(=O)Cn3cncn3)CC2)cc1	4%	?	129%[activator]	?	12%	-9%	-4%	-18%	2%
COc1cc(-c2nnc(COC(=O)c3cc(C)nc4ccc(C)cc34)o2)cc(OC)c1OC	-3%	25%	0%	7%	-7%	-36%	-6%	8%	0%
N[C@@H](Cc1ccccc1)C(=O)N1CCC(C(=O)NCC(=O)NCC(=O)O)CC1	-1%	?	74%[activator]	6%	-17%	-10%	-3%	21%	-3%
Cc1onc(-c2c(F)cccc2Cl)c1C(=O)NCc1ccc2c(c1)OCO2	-5%	22%	19%	20%	-16%	-14%	-13%	12%	1%
O=C(Nc1nc2cc3c(cc2s1)OCCO3)c1cccc(S(=O)(=O)N2CCOCC2)c1	/	41%	/	-2%	/	/	14%	0%	2%
Cc1ccc(CCNC(=O)c2cc(C)nc3c2c(C)nn3-c2ccc(C)cc2)cc1	-8%	-5%[59 µM]	24%	/	-21%	-2%	12%[57.1 µM]	1%	4%
COc1cccc(CNC(=O)C2CCN(c3nnc(-n4c(C)ccc4C)s3)CC2)c1	-6%	1%[59 µM]	?	/	/	-26%	-11%	0%	-1%
CCC1(c2ccccc2)NC(=O)N(Cc2ccc(C(=O)OC)cc2)C1=O (stereo unspecified)	-6%	-6%[59 µM]	121%[activator]	7%	-22%	4%	-6%	-12%	4%
COc1ccccc1N1CCN(C(=O)COc2ccc(C)cc2Br)CC1	-6%	?	14%	-9%	-21%	-16%	-32%	0%	-5%
COc1ccc(-c2csc3ncnc(N4CCN(S(=O)(=O)c5cccc(Br)c5)CC4)c23)cc1	-7%	?	25%	-18%	-10%	-15%	-13%	/	/

Copied from the entries so far, 14 compounds:
SMILES	POLK inh	G9a block	POLI inh	APE1 inh	POLH inh	JMJD2A Tudor	BAZ2B inh	POLB inh	BLM inh
COC(=O)N/N=C/c1ccc(-c2ccc(Cl)cc2Cl)o1	1%	15%[12.7 µM]	17%	13%	-10%	-18%	-8%	16%	-1%
CCCCn1c(N)c(N(CCOC)C(=O)COC(=O)/C=C/c2ccc(Br)cc2)c(=O)[nH]c1=O	-8%	?	13%	30%	-4%	-6%	-16%	4%	-3%
N/C(=N/OCC(=O)Nc1cccc2ccccc12)c1nonc1N	-9%	/	19%	23%	-7%	-7%	8%	7%	-5%
COc1ccc(Oc2ccccc2C=O)cc1	2%	26%[59 µM]	?	-2%	-4%	35%	23%	33%	-11%
COc1ccc(N2CCN(C(=O)Cn3cncn3)CC2)cc1	4%	?	129%[activator]	?	12%	-9%	-4%	-18%	2%
COc1cc(-c2nnc(COC(=O)c3cc(C)nc4ccc(C)cc34)o2)cc(OC)c1OC	-3%	25%	0%	7%	-7%	-36%	-6%	8%	0%
N[C@@H](Cc1ccccc1)C(=O)N1CCC(C(=O)NCC(=O)NCC(=O)O)CC1	-1%	?	74%[activator]	6%	-17%	-10%	-3%	21%	-3%
Cc1onc(-c2c(F)cccc2Cl)c1C(=O)NCc1ccc2c(c1)OCO2	-5%	22%	19%	20%	-16%	-14%	-13%	12%	1%
O=C(Nc1nc2cc3c(cc2s1)OCCO3)c1cccc(S(=O)(=O)N2CCOCC2)c1	/	41%	/	-2%	/	/	14%	0%	2%
Cc1ccc(CCNC(=O)c2cc(C)nc3c2c(C)nn3-c2ccc(C)cc2)cc1	-8%	-5%[59 µM]	24%	/	-21%	-2%	12%[57.1 µM]	1%	4%
COc1cccc(CNC(=O)C2CCN(c3nnc(-n4c(C)ccc4C)s3)CC2)c1	-6%	1%[59 µM]	?	/	/	-26%	-11%	0%	-1%
CCC1(c2ccccc2)NC(=O)N(Cc2ccc(C(=O)OC)cc2)C1=O (stereo unspecified)	-6%	-6%[59 µM]	121%[activator]	7%	-22%	4%	-6%	-12%	4%
COc1ccccc1N1CCN(C(=O)COc2ccc(C)cc2Br)CC1	-6%	?	14%	-9%	-21%	-16%	-32%	0%	-5%
COc1ccc(-c2csc3ncnc(N4CCN(S(=O)(=O)c5cccc(Br)c5)CC4)c23)cc1	-7%	?	25%	-18%	-10%	-15%	-13%	/	/

Remaining list, next part
SMILES	POLK inh	G9a block	POLI inh	APE1 inh	POLH inh	JMJD2A Tudor	BAZ2B inh	POLB inh	BLM inh
Cc1cc(C)cc(Oc2ccccc2/C=N\O)c1	-4%	12%[59 µM]	10%	?	-23%	1%	68%[activator]	7%	-10%
CCOc1ccc(NC(=O)C2C3CC/C=C\CCC32)cc1 (stereo unspecified)	-3%	28%	0%[58.9 µM]	0%	-20%	1%	-23%	3%	0%
COC(=O)c1cccc(NC(=O)c2nsc3ccccc23)c1	-13%	4.5µM*	-28%	/	/	-2%	19%	0%	-2%
CN(C)c1ccnc(Oc2ccc(Cl)cc2)c1C#N	-10%	17%[2.33 µM]	-2%	7%	-7%	-33%	21%	20%	5%
CCCCN(C)C(=O)c1ccc2c(c1)N(CC)C(=O)c1ccccc1S2=O (stereo unspecified)	-13%	-7%	23%	20%	-7%	-3%	-1%	25%	-2%
